ATXN viability = reduces viability in counter-screen for ATXN expression inhibitors | S2 cells (HEK-293 line with an ATXN2-luciferase reporter) viability, CellTiter-Fluor protease fluorescence, 24 h | Potency, µM (top dose mostly 56.7 µM), actives largely listed as cytotoxic | 400,000 tested, 0.49% active; note: nearly all actives have a fitted effect of over 40% in size
Nrf2 activator = Nrf2 pathway activation | AREc32 ARE-luciferase reporter (MCF7-derived line), luminescence, 24 h | Potency, µM (doses to about 46.1 µM), for the others: top-dose activation, actives largely listed as activators | 410,000 tested, 0.31% active | AID 624171; note: % of control where 0% means no effect; nearly all actives have a fitted effect of over 65% in size
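AREc32 cells carrying an ARE-driven firefly luciferase, 1000 cells/well in OPTI-MEM with 5% FBS, dosed after overnight attachment and incubated 24 hr at 37 deg C. Steady-Glo luminescence read after 30 min at RT.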
TGFb inhibitor = inhibitors of TGF-b signaling; HepG2 CAGA-GFP TGF-b/SMAD3 reporter, GFP fluorescence, 18 h; TGF-beta stimulated, 500 pg/mL final; Potency, µM (highest dose often 46.1 µM), inactives show at the highest dose activity, negative = inhibition, usual class: inhibitors; 410,000 tested, 1.2% active; AID 588855; note: % is set by controls: 0 for no effect and ±100 for the full control effect; nearly all actives have a fitted effect of over 65% in size
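Per well, imaged GFP fluorescence of HEPG2 CAGA-GFP cells gives the signal; cells get compound, then TGF-beta (500 pg/mL final), 18 h at 37 degrees C; %Activity versus -TGF-beta and +DMSO controls.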
ATXN2 expr inh = reduces ATXN2 reporter expression in HEK-293 cells | HEK-293 ATXN2-luciferase reporter, luminescence, 24 h | Potency, µM (highest dose often 57 µM), for the others: at the highest dose activity change, negative = inhibition, hits mostly inhibitors | 360,000 tested, 0.72% active | AID 1745845; note: % is set by controls: 0 for no effect and ±100 for the full control effect; nearly all actives have a fitted effect of over 55% in size
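qHTS (up to 57 uM final) was run with 24 h compound exposure of reporter cells at 37 °C. Each well was multiplexed: SteadyGlo luminescence measured ATXN2-luciferase expression after a fluorogenic Gly-Phe-AFC viability readout (25 uM final).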
EPAC2 antagonist = antagonists of human EPAC2; EPAC2 GEF exchange of Rap1B-BODIPY-GDP, fluorescence; Potency, µM (doses to about 114 µM), without a hit: at the top dose activity, negative = inhibition, hits mostly inhibitors; 360,000 tested, 0.18% active; note: % is set by controls: 0 for no effect and ±100 for the full control effect; nearly all actives have a fitted effect of over 45% in size; many of its hits are not listed in these tables
Target sequence (Q8WZA2 whole entry, looked up): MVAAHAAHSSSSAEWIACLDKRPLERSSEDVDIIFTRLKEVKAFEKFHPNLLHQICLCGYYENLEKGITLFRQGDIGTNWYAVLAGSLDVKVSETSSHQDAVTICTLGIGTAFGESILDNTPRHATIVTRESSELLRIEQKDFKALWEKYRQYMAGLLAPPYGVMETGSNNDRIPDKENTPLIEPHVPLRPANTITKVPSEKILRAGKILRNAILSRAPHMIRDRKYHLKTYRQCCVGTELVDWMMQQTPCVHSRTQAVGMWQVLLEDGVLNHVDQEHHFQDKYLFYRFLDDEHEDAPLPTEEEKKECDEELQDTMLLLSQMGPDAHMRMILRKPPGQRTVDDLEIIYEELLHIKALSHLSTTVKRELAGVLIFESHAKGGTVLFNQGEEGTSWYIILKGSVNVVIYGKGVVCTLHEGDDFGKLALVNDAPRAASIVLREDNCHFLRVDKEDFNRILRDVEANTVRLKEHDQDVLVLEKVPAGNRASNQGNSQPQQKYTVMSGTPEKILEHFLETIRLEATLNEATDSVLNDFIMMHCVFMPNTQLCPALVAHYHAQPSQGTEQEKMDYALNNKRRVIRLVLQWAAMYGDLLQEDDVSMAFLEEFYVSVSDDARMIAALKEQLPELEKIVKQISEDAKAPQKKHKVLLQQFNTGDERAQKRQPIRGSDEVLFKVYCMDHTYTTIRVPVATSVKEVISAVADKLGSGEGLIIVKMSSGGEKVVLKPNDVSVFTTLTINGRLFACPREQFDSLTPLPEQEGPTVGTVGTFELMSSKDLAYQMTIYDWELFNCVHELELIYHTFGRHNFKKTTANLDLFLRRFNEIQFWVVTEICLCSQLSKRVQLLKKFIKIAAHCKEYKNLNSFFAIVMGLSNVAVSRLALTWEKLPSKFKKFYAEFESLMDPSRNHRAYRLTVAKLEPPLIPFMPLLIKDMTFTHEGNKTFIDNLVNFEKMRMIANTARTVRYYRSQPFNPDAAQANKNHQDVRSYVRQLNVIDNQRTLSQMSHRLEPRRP
MCF10A rerep = induces DNA re-replication in MCF 10a normal breast cells; 350,000 tested, 2.9% active; Potency, µM (highest dose often 46.1 µM), for the others: at the top dose activity, positive = re-replication, usual class: activators; AID 624296; MCF 10A DNA re-replication, Hoechst nuclear intensity, 48 h; note: % of control where 0% means no effect; nearly all actives have a fitted effect of over 50% in size
HepG2 viability = HepG2 cytotoxicity, counter-screen for TGF-b inhibitors; HepG2 CAGA-GFP viability, ATP luminescence, 18 h; Potency, µM (titrated, usually from 46.1 µM), without a hit: at the highest dose activity change, negative = cytotoxicity, most hits filed as cytotoxic; 410,000 tested, 0.76% active; AID 588856; note: some results filed as inactive show a strong effect at the top dose
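CellTiter-Glo luminescence gave cytotoxicity after 18 hours at 37 degrees C. The cells were HepG2 CAGA-GFP in 1% FBS DMEM, stimulated with 500 pg/mL TGF-beta after compound addition. %Activity was normalised to no-cell wells (complete cell-killing) and DMSO (no toxicity), and curves were fitted and classified.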
Nrf2 block = Nrf2 pathway inhibition; A549 ARE-Fluc reporter, luciferase luminescence, 18-24 h; Potency, µM (series often up to 46 µM), without a hit: at the highest dose activity change, negative = inhibition, most hits filed as inhibitors; 360,000 tested, 2.1% active; AID 504444; note: % is set by controls: 0 for no effect and ±100 for the full control effect; nearly all actives have a fitted effect of over 60% in size
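Reporter: ARE-Fluc in A549. Exposure: 18-24 h, 37 °C, 5% CO2, 5% FBS OPTI-MEM. Readouts: fluorescent cytotoxicity (CellTiter-Fluor), then luminescent Nrf2 signal after BugLite.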
A549 tox = A549 cytotoxicity, counter-screen for Nrf2 inhibitors | A549 ARE-Fluc cells, CellTiter-Fluor viability, 18-24 h | Potency, µM (doses to about 46 µM), for inactives: at the top dose activity change, negative = cytotoxicity, hits mostly inhibitors | 390,000 tested, 0.16% active | AID 504648; note: % is set by controls: 0 for no effect and ±100 for the full control effect
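Cytotoxicity counterscreen: CellTiter-Fluor fluorescence was measured in A549 ARE_Fluc cells after 18-24 h of compound exposure in a concentration series. The subsequent BugLite luminescent read reports ARE-luciferase activity.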
An asterisk follows results filed as active; i = inactive; ? = inconclusive; · = not tested or not shown; & = joins results of further samples; [ ] = another dose, or the depositor's remark. Calls come from the whole dose curve; as a rule, active = well fitted curve in the direction sought with a large enough effect; inconclusive = small, poorly fitted or top-dose-only effect, or another doubt; inactive = no such curve, though single readings can be large; an effect the other way counts as inactive or inconclusive. Potency is the fitted concentration of half-maximal effect. An excerpt; count on the stated rates, not on these rows.

SMILES | ATXN viability | Nrf2 activator | TGFb inhibitor | ATXN2 expr inh | EPAC2 antagonist | MCF10A rerep | HepG2 viability | Nrf2 block | A549 tox
O=C(Nc1nc(-c2ccccc2)cs1)c1cccnc1 | i | 0.4% | -9% | 8% | -1% | 17% | 1% | ? | 3%
NS(=O)(=O)OCc1ccc(C(F)(F)F)cc1 | i | -0.2% | -21% | 13% | -8% | -1% | 0% | 5% | -2%
O=C(NC(=S)NCC1CCCO1)c1ccccc1[N+](=O)[O-] (configuration not stated) | i | 0.6% | 11% | -11% | 5% | -3% | 1% | 2% | 2%
Cc1ccc(C(=O)Oc2ccc(C(=O)COC(=O)C3CC(=O)N(Cc4ccco4)C3)cc2)cc1 (configuration not stated) | i | 7.4% | 4% | 1% | -13% | -5% | -14% | ? | -4%
O=C(CSCc1ccc([N+](=O)[O-])cc1)NN=C1CCCCCC1 | i | 0.2% | ? | -8% | 18% | -3% | 2% | 10% | 13%
O=C(NCCN1CCC(n2c(=O)[nH]c3ccccc32)CC1)c1ccncc1 | i | -0.7% | · | 9% | -12% | · | · | · | ·
O=C(Nc1cc(-c2nc3ncccc3o2)ccc1Cl)c1ccc2c(c1)OCO2 | i | 3.4% | 4% | · | 0% | 1% | -8% | 5% | -2%
O=C(NCCc1ccc(Cl)cc1)c1ccc(CS(=O)Cc2ccccc2Cl)o1 (configuration not stated) | i | -0.1%&-0.3% | ? | -12% | -10% | 11% | -59%&-34% | ? | -3%&0%
COCCNC(=O)C1(C)CCN(C(=O)c2sc(-c3ccccc3)nc2C)C1 (configuration not stated) | i | 0.1%[9.22 µM] | 0% | 6% | -12% | · | 2% | · | ·
O=C(O)c1ccc(CNS(=O)(=O)c2ccc(Oc3ccccc3Cl)cc2)cc1 | i | -0.8% | -13% | -35% | -16% | ? | 18% | ? | 5%
Cc1[nH]c2ccc(F)cc2c1CCNC(=O)C1CCCCC1C(=O)OCC(F)(F)F (configuration not stated) | i | -0.8% | -23% | -17% | -14% | -6% | 3% | -6% | 4%
COC(=O)N/N=C/c1cc(C)n(-c2ccc(F)cc2)c1C | i | 3.6% | -20% | 20% | -5% | -7% | -6% | ? | 3%
Cc1cc(C)n(C2CC(=O)N(c3cccc(Cl)c3)C2=O)n1 (configuration not stated) | i | -0.9% | 0% | -16% | 2% | -7% | -4% | -3% | -1%
Cc1noc(C)c1S(=O)(=O)N(C)C[C@H]1Oc2ccc(NS(=O)(=O)c3ccccc3)cc2C(=O)N([C@H](C)CO)C[C@@H]1C | i | 0.2% | 3% | 4% | -3% | 0% | -6% | -8% | -1%
Cc1ccc2c(COC(=O)CNC(=O)c3ccccc3)cc(=O)oc2c1 | ? | 0.3% | -9% | 1% | 15% | -6% | 1% | 14% | 3%
CCSC1=N/C(=C\c2cccc(F)c2)C(=O)S1 | i | 0.5% | 9% | 4% | 5% | 2% | 12% | 10% | -7%
C[C@H]1CN([C@@H](C)CO)C(=O)CCCn2cc(nn2)CO[C@@H]1CN(C)S(=O)(=O)c1cccc(C#N)c1 | i | -0.2% | 5% | -2% | -8% | · | -7% | · | ·
O=C(Nc1ccc(Cl)cn1)c1cccc(S(=O)(=O)N2CCOCC2)c1 | i | -0.6% | -6% | 6% | 7%[57.1 µM] | -2% | 18% | 7% | -2%
CCN(C(=O)CSc1nnc(-c2ccc(OC(F)F)cc2)n1N)C1CCS(=O)(=O)C1 (configuration not stated) | i | 2.5% | -2% | -4% | -4% | 4% | 3% | 18% | -1%
CCc1ccc(CCC(=O)Nc2ccccc2C(=O)O)o1 | i | 0.1% | 1% | 22% | -6% | 11% | -27% | ? | -7%
CC(Oc1ccc(Cl)cc1Cl)C(=O)NC1=NN(c2ccccc2)C(=O)C1 (configuration not stated) | i | 2.9% | 18µM* | 1% | -4% | 18µM* | -28% | -11% | -7%
CC(C)COP(=O)(OCC(C)C)C(O)c1ccc2c(c1)OCO2 (configuration not stated) | i | 0.0% | -8% | · | 0% | -1% | -5% | -11% | -2%
COc1ccccc1OCCOCCOc1ccccc1Cl | i | 0.3% | 7% | 8% | -2% | -2% | -43% | -12% | -2%
Cn1c(=O)n(-c2ccc3c(c2)OCO3)c2nc(-c3ccccc3)nc(C(N)=O)c21 | i | 0.7% | 30% | -8% | · | · | -2% | -4% | -9%
CCOC(=O)C1CCN(C(=O)c2ccc(-n3ccc4ccccc43)s2)CC1 | · | 3.4% | · | · | · | · | 0% | ? | -10%
CCNC(=O)C1CCCN(C(=O)c2cccc3ccccc23)CC1 (configuration not stated) | i | 0.4%[9.22 µM] | 0% | 1% | 3% | · | -1% | · | ·
COc1cc2c(cc1O)C(CSC)Cc1cc3c(cc1N(C)CC2)OCO3 (configuration not stated) | i | -0.2% | -6% | · | -25% | · | -44% | · | ·
COc1ccccc1NC(=O)c1sc2nc(C)c(C(=O)Nc3ccc(C)cc3C)c(-c3ccccc3Cl)c2c1N | · | 0.1% | 0% | · | · | · | 3% | 4%[9.27 µM] | 20%
CCOc1cc(C(C(=O)NCC2CCCO2)N(C(=O)Cn2nnc3ccccc32)c2ccc(NC(C)=O)cc2)ccc1O (configuration not stated) | i | -0.6% | 17% | -7% | 4% | 3% | 14% | -1% | -1%
Cc1ccc2nc(C(F)OC(F)(F)F)[nH]c2c1 (configuration not stated) | i | 3.3% | 6% | 5% | -7% | 5% | -20% | 18% | 9%
O=C(Nc1cccnc1)/C(N=Nc1ccc(Cl)c(C(F)(F)F)c1)=C(\O)c1ccccc1 | i | -0.2% | -5% | 1% | -11% | 0% | -23% | 21% | 5%
CN(C)c1nc(C(=O)O)nc(N2CCOCC2)n1 | i | 0.0% | -5% | -2% | -2% | 3% | 11% | 1% | 5%
O=C(NCCNC(=O)c1cnccn1)c1ccc(Cl)c(Cl)c1 | i | 2.7% | 10% | 3% | -3% | -1% | 10% | 4% | 10%
CCOc1ccccc1NC(=O)NCc1ccc2c(c1)OCO2 | i | -0.6% | -1% | 6% | -4% | 1% | 2% | 3% | 18%
Cc1ccc(S(=O)(=O)N2CCOCC2)cc1C(=O)NCc1cn2ccsc2n1 | i | -0.6% | 8% | 1% | 9% | -1% | 1% | · | -2%
CCOC(=O)c1cc(-c2ccc(F)cc2)n(CC(=O)NC2CCCCCC2)c1C | · | -0.2% | -18% | · | · | · | -23% | · | 6%
Cc1oc2c(c(C)cc3oc(=O)c(CC(=O)N[C@@H](CC(C)C)C(=O)O)c(C)c32)c1C | i | -0.1% | -10% | -18% | -13% | -3% | -20% | 7% | 5%
COC(=O)CC1C(=O)NCCN1C(=S)Nc1ccccc1Cl (configuration not stated) | i | -0.3% | 4% | -11% | 0% | 4% | 2% | ? | 0%
Cc1c(Cl)cccc1NC(=O)CSc1nc(=O)n(CCN2CCOCC2)c2c1CCC2 | · | 0.1% | -5% | · | · | · | -9% | · | 7%
CC(C)CC(NC(=O)C(CO)NC(=O)C1CCC(=O)N1)C(N)=O (configuration not stated) | i | -0.8% | -3% | -21%[11.3 µM] | 14% | 24% | 9% | 11% | -1%
COc1c(F)c(F)c(C(=O)Nc2ccc3oc(-c4ccncc4)nc3c2)c(F)c1F | i | -1.2% | 6% | 1% | -1% | 0% | 19% | · | -7%
CC(=O)NCCOC(=O)Nc1cccnc1 | i | -1.0% | 2% | 8% | 1% | 1% | -3% | 2% | 0%
Cc1cc(-c2ccc(S(=O)(=O)Nc3ccc(Cl)cc3)cc2)on1 | · | -1.0% | -9% | · | · | · | -41% | · | -2%
CCn1c(SCC(=O)NCc2ccco2)nc2c(c1=O)SC(C)C2 (configuration not stated) | i | 0.3% | 3% | 8% | -8% | 0% | 16% | · | -1%
COc1cc(NC(=S)NCc2cccs2)cc(OC)c1 | i | 2.8% | ? | 2% | 9% | 0% | 10% | 3% | 2%
CCOC(=O)c1sc2nccc(N(C)C)c2c1N=CNOCc1c(F)cccc1Cl | i | 7.3% | ? | 9% | 3% | 15µM* | -4% | · | -3%
CCC(C)/C=C/C1=CC2=C(Cl)C(=O)C3(C)OC(=O)C(C(=O)C(C)C(C)O)C3C2=CO1 (configuration not stated) | i | 6.9% | 1% | -16% | 7% | ? | -27% | -23% | -16%
CCOC(=O)c1ccc(NC(=O)c2oc3ccc4c(c3c2C)C(=O)CC(C)(CC)O4)cc1 (configuration not stated) | · | 0.3% | -15% | · | · | · | -46% | 86% | 2%
COc1ccc(CC2=C(O)c3ccccc3C(=O)C2=O)cc1 | i | -0.1% | -12% | -7% | -9% | 14% | -2% | ? | -13%
O=C(CCc1nnc(C2CCCCC2)o1)N1CCN(Cc2ccccc2)CC1 | i | 3.5% | ? | 29% | -4% | 1% | -11% | 23% | 2%
CC(NCc1ccco1)C(=O)N1CCc2ccccc2C1 (configuration not stated) | i | 0.3% | 1% | -1% | 2% | -13% | -1% | 6% | -3%
CN(C(=O)c1ccc(NC(=O)Cc2ccc(NC(=O)C3CCN(C(=O)C4CCCCC4)CC3)cc2)cc1)C1CC1 | ? | 2.8% | 2% | -1% | 21% | -5% | 10% | 8% | -7%

Ordered by molecular weight (ascending): some entries from above.
SMILES | ATXN viability | Nrf2 activator | TGFb inhibitor | ATXN2 expr inh | EPAC2 antagonist | MCF10A rerep | HepG2 viability | Nrf2 block | A549 tox
CC(NCc1ccco1)C(=O)N1CCc2ccccc2C1 (configuration not stated) | i | 0.3% | 1% | -1% | 2% | -13% | -1% | 6% | -3%
COc1cc(NC(=S)NCc2cccs2)cc(OC)c1 | i | 2.8% | ? | 2% | 9% | 0% | 10% | 3% | 2%
CCOC(=O)c1ccc(NC(=O)c2oc3ccc4c(c3c2C)C(=O)CC(C)(CC)O4)cc1 (configuration not stated) | · | 0.3% | -15% | · | · | · | -46% | 86% | 2%
CN(C(=O)c1ccc(NC(=O)Cc2ccc(NC(=O)C3CCN(C(=O)C4CCCCC4)CC3)cc2)cc1)C1CC1 | ? | 2.8% | 2% | -1% | 21% | -5% | 10% | 8% | -7%

From PubChem
